iPSC survival up = enhancers of human iPSC single-cell survival | hiPSC single-cell survival, ATPlite luminescence; 100% = ROCK inhibitor wells, 0% = DMSO | survival enhancement, % at 20 µM | 0.044% of 360,000 active; in the data active = survival enhancement above about 18%;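 note: cells exposed to compounds for 16 hours before the ATP read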
MITF TRPM1 inh = reduces MITF-dependent TRPM1 promoter luciferase signal | SK-MEL-5 TRPM1 promoter luciferase, 24 h | inhibition, % at 12.5 µM | 0.83% of 330,000 active | AID 488899;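 active = mean inhibition across replicates of 60% or more, whatever share of single replicates reaches that level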; note: values of inactives mirror those of a sister screen read the other way
CaV13 ICDI inh = Disruptors of the CACNA1D IQ motif to Ca2+-dependent inactivation inhibitor domain association, primary screening, Förster resonance energy transfer in intact living …; inhibition, % at 12.3 µM; AID 743397; HEK cells, CFP/YFP FRET ICDI-IQ, plate reader, 10 min; percent FRET-ratio fall versus neutral wells; 0.098% of 340,000 active;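 active = mean replicate inhibition of at least 30% and at least 1% of replicates passing that level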;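 note: 0% = median of the neutral control wells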
Granule exo inh = lytic granule exocytosis inhibition | TALL-104 LAMP-1 surface exposure, flow cytometry; cells stimulated with thapsigargin and PMA | inhibition, % at 10 µM | 0.66% of 360,000 active | AID 651702;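 active = inhibition above about 55%, limit read from the data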
NR2E3 ag-1 = human photoreceptor-specific nuclear receptor agonism | AID 602229 | inhibition of corepressor binding, % at 3.98 µM | Q9Y5X4 | CHO-S Gal4-NCOR/VP16-NR2E3 two-hybrid, luciferase | 0.35% of 360,000 active;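 active = inhibition above the mean of all tested compounds plus 3 SD, cut at about 70% in these data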;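 note: 0% = DMSO with NR2E3 transfected cells and 100% = cells lacking NR2E3 construct; higher means lower luciferase signal from less NR2E3 corepressor binding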
Target sequence (Q9Y5X4 whole entry, looked up, the tested form may be a part): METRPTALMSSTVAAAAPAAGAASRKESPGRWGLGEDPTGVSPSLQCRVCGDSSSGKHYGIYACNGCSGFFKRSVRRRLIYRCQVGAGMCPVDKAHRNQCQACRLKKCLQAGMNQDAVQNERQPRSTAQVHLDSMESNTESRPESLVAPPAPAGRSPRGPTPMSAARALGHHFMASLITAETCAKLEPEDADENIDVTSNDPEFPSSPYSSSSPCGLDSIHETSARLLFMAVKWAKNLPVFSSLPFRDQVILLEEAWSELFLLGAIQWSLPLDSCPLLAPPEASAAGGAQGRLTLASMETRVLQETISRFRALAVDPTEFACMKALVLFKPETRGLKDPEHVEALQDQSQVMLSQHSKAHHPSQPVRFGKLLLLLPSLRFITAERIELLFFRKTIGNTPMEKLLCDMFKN
Vif imaging = blocks HIV Vif function; 0.35% of 340,000 active; inhibition, % at 7.49 µM; HEK293T cells, Vif self-association by quenched fluorescence, imaging, 24 h; in the data active = inhibition above about 50%, passing the limit was not always enough; note: some results filed as inactive read as strong as hits
HIF-2a block = inhibitors of HIF-2a | 786-0 RCC cells HIF-2a reporter, luciferase luminescence, overnight | inhibition, % at 18.8 µM | 0.72% of 360,000 active | AID 624352;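 active = inhibition of the luminescence signal of 40% or more relative to plate controls, in a single-dose primary screen at 18.75 µM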
PDI inh = PDI (human) enzyme inhibition | P07237 | AID 588391 | PDI insulin aggregation turbidity, A650, 90 min | 0.052% of 350,000 active | inhibition, % at 10 µM;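 active = mean inhibition across replicates of 30% or more, whatever share of single replicates reach that level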;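 note: absorbance from insulin aggregation driven by PDI reduction with DTT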
Target sequence (P07237 whole entry, looked up): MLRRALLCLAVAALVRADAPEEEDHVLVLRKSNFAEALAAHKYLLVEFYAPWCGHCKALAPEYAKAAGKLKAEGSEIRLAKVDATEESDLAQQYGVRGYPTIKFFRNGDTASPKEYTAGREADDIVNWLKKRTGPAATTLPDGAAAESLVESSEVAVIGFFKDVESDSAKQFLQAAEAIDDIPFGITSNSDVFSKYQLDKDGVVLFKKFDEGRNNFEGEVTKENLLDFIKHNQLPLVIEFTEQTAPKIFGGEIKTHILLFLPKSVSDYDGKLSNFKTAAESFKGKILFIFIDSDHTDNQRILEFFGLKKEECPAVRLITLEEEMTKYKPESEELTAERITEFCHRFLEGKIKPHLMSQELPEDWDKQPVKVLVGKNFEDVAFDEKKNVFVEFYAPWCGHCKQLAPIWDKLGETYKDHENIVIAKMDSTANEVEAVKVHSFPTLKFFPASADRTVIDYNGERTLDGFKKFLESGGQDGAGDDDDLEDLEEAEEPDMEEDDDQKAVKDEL
aDG glyco up = alpha-DG glycosylation activation; Pro5-aDG cells, alpha-DG glycosylation AlphaScreen (IIH6); 0% Pro5, 100% B10-LARGE cell signal; activation, % at 10 µM; 0.22% of 360,000 active; AID 624168;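 active = activation of at least 8% versus controls, or a plate z-score of at least 8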;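 note: Pro5 are CHO cells carrying HIG-tagged alpha-DG that lacks glycosylation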
Peg3 promoter = reduces Peg3 promoter-driven luciferase expression in HeLa | HeLa PEG-Prom luciferase reporter, luminescence, overnight | inhibition, % at 20 µM | 1.7% of 360,000 active;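 active = inhibition of at least 50% at 20 µM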
NR2E3 ag-2 = agonists of human nuclear receptor NR2E3. GST-NR2E3/biotin-RetCOR TR-FRET, 1536-well. inhibition of corepressor binding, % at 4.78 µM. 0.12% of 320,000 active. AID 2300;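 active = percent inhibition above the cutoff of mean plus 3 SD of all tested compounds, set per screening campaign, cut at about 20% in these data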;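 note: 0% = DMSO wells and 100% = biotin wells as full block of FRET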
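Test system – NR2E3–RetCOR corepressor complex · Quantity – NR2E3 fusion 1.35 nM · Buffer or medium – Tris pH 7.5 · Incubation – Compound–protein incubation for 5 h at 4 °C · Technique – TR-FRET, Eu(K)-anti-GST donor, streptavidin-D2 acceptor, ex 340, em 617/671 nm · Evaluation – percent inhibition of 671/617 nm emission ratio versus biotin and DMSO controls · Plate – 1536-well format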
An asterisk follows results filed as active; . = not tested or not shown.

The opening twelve entries, ahead of the listing:
SMILES	iPSC survival up	MITF TRPM1 inh	CaV13 ICDI inh	Granule exo inh	NR2E3 ag-1	Vif imaging	HIF-2a block	PDI inh	aDG glyco up	Peg3 promoter	NR2E3 ag-2
O=c1oc2ccccc2c2c1ncn2C1CCCCC1	10	-3	-8	5	19	-1	27	0	0.0	24	4
COC(=O)CCC(=O)Nc1ccc(NC(=O)CCC(=O)OC)cc1	7.6	-4	0	3	-10	-4	22	-1	-0.2	2	2
NC(=O)c1oc2ccccc2c1NC(=O)c1ccccc1	1.4	18	0	1	-1	24	-2	3	0.8	2	-1
Cc1ccc2nc(N3CCC(C(=O)O)CC3)nc(-c3ccccc3)c2c1	-0.6	0	-13	-1	-6	-4	16	-3	-0.2	1	3
CC1=C(C(=O)N2CCOCC2)CC(CC(=O)NCc2cccs2)C(=O)N1Cc1ccc(F)cc1 (configuration not stated)	2.2	.	-6	-1	7	-2	-13	10	-0.4	19	.
O=C(CC1S/C(=N/N=C/C=C/c2ccccc2)NC1=O)Nc1ccc(C(=O)O)cc1 (configuration not stated)	0.9	-3	-4	-2	9	0	1	0	0.3	-9	0
COC(=O)c1sc(NC(=O)c2c(F)cccc2F)c(C#N)c1C	-0.6	-10	4	11	1	3	5	-4	-0.2	31	0
O=C(NCCC1=CCCCC1)C1CCCN(S(=O)(=O)c2cccnc2)C1 (configuration not stated)	-1.8	.	-2	0	-5	1	-1	.	0.0	1	2
O=S1(=O)C[C@H]2NC(=S)N(c3ccccc3)[C@H]2C1	3.8	3	-3	11	-1	1	6	-4	-0.1	8	4
CCOc1ccc(CN(CCO)CCO)cc1C(=O)OC	-3.4	5	.	-1	9	.	11	17	-0.2	20	2
CC(C)(C)c1ccc(C(=O)O/N=C(\N)c2ccccc2)cc1	-0.4	69*	-3	10	81*	0	72*	-3	0.1	104*	2
COc1ccc(N=C2S/C(=C\c3ccc(Cl)c([N+](=O)[O-])c3)C(=O)N2CCN(C)C)cc1	14	14	-3	73*	-12	2	79*	3	-0.3	105*	-6

The whole of this part, from the start:
SMILES	iPSC survival up	MITF TRPM1 inh	CaV13 ICDI inh	Granule exo inh	NR2E3 ag-1	Vif imaging	HIF-2a block	PDI inh	aDG glyco up	Peg3 promoter	NR2E3 ag-2
O=c1oc2ccccc2c2c1ncn2C1CCCCC1	10	-3	-8	5	19	-1	27	0	0.0	24	4
COC(=O)CCC(=O)Nc1ccc(NC(=O)CCC(=O)OC)cc1	7.6	-4	0	3	-10	-4	22	-1	-0.2	2	2
NC(=O)c1oc2ccccc2c1NC(=O)c1ccccc1	1.4	18	0	1	-1	24	-2	3	0.8	2	-1
Cc1ccc2nc(N3CCC(C(=O)O)CC3)nc(-c3ccccc3)c2c1	-0.6	0	-13	-1	-6	-4	16	-3	-0.2	1	3
CC1=C(C(=O)N2CCOCC2)CC(CC(=O)NCc2cccs2)C(=O)N1Cc1ccc(F)cc1 (configuration not stated)	2.2	.	-6	-1	7	-2	-13	10	-0.4	19	.
O=C(CC1S/C(=N/N=C/C=C/c2ccccc2)NC1=O)Nc1ccc(C(=O)O)cc1 (configuration not stated)	0.9	-3	-4	-2	9	0	1	0	0.3	-9	0
COC(=O)c1sc(NC(=O)c2c(F)cccc2F)c(C#N)c1C	-0.6	-10	4	11	1	3	5	-4	-0.2	31	0
O=C(NCCC1=CCCCC1)C1CCCN(S(=O)(=O)c2cccnc2)C1 (configuration not stated)	-1.8	.	-2	0	-5	1	-1	.	0.0	1	2
O=S1(=O)C[C@H]2NC(=S)N(c3ccccc3)[C@H]2C1	3.8	3	-3	11	-1	1	6	-4	-0.1	8	4
CCOc1ccc(CN(CCO)CCO)cc1C(=O)OC	-3.4	5	.	-1	9	.	11	17	-0.2	20	2
CC(C)(C)c1ccc(C(=O)O/N=C(\N)c2ccccc2)cc1	-0.4	69*	-3	10	81*	0	72*	-3	0.1	104*	2
COc1ccc(N=C2S/C(=C\c3ccc(Cl)c([N+](=O)[O-])c3)C(=O)N2CCN(C)C)cc1	14	14	-3	73*	-12	2	79*	3	-0.3	105*	-6
COc1ccc(OC)c(NC(=O)CSc2nnc(C3CCCCC3)o2)c1	0.6	10	-3	0	7	7	10	5	-0.4	4	-1
Cc1cc(C)cc(NC(=O)c2ccc([N+](=O)[O-])o2)c1	-1.6	65*	-5	2	84*	-6	19	12	1.5	75*	.
Cc1cccc(C(=O)OCC(=O)N2CCCC2=O)c1[N+](=O)[O-]	-0.5	-4	-5	11	10	-2	10	-3	0.1	-2	3
CCCn1c(=O)c(C(=O)NNS(=O)(=O)c2ccc(Cl)cc2)c(O)c2ccccc21	-0.5	-9	-6	0	-4	4	27	-3	-0.3	18	3
COc1ccc(S(=O)(=O)NCCc2c[nH]c3ccccc23)cc1OC	-0.2	2	-4	2	0	5	13	-1	0.0	14	2
O=C(CSc1oc(-c2ccco2)nc1S(=O)(=O)c1ccccc1)NCC1CCCO1 (configuration not stated)	-2.1	8	.	1	-6	-8	7	5	0.1	-3	-1
Cc1cccc(NC(=O)c2ccc([N+](=O)[O-])s2)c1C	-0.5	8	1	1	-15	5	-27	10	10*	-19	-2
O=c1ccc(N=Nc2ccccc2)ccc1O	1.3	7	-19	-9	-13	1	-40	-3	-0.1	-30	1
N#Cc1nc(Nc2cccc(Cl)c2)c2ncn(C3CCCC3)c2n1	-2.4	-13	-5	15	-25	4	-150	2	1.5	-181	-3
Cc1ccc(S(=O)(=O)NCC(=O)Nc2ccc(C(F)(F)F)cc2)cc1	0.0	-6	-4	-1	3	5	6	-8	0.1	14	7
CC(C)(C)OC(=O)N1CCC(C(N)=O)CC1	3.4	.	-6	4	0	7	13	.	-0.1	2	-2
CSC(=N/N=C(\N)c1cnccn1)SC	3.3	3	-5	-2	-26	-4	-17	1	-0.1	-31	3
COc1ccc(NS(=O)(=O)c2cc(C(=O)N(C)CCc3ccccn3)ccc2Cl)cc1	-1.1	10	-2	-15	20	-11	4	-4	0.2	3	.
CCCc1c(C(=O)NNc2ccccc2OC)cnn1-c1ccccc1	1.8	-28	-15	-1	6	-6	-178	-1	0.0	-72	-1
O=C(NN1CCOCC1)c1cccc2ccccc12	-0.3	10	-5	-1	-8	-10	20	-11	0.1	-16	4
Cc1cc(SCCC(=O)O)nc2c(C)cccc12	3.7	-3	-3	-3	-2	-2	0	-3	0.2	10	14
c1ccc(-c2nccc(-c3ccco3)n2)nc1	-0.7	-29	4	-4	20	8	-66	-3	0.5	-39	1
COc1cc(NC(=O)c2ccco2)ccc1NC(=O)c1ccccc1Cl	1.0	-10	.	2	-3	-4	-57	-7	0.0	-36	1
CCN(CCNC(=O)C1CCN(S(=O)(=O)c2c(C)noc2C)CC1)c1ccccc1	0.5	8	-4	0	9	1	11	5	-0.1	3	-1
Cc1csc(NC(=O)CSc2nnc(Cc3cccn3C)n2-c2ccc(F)cc2)n1	2.4	.	-8	0	-6	.	16	2	0.1	-7	1
CCOC(=O)N1CCC(NC(=O)c2cc3sccc3n2CC)CC1	-0.7	-2	-7	-1	-4	.	13	-1	0.1	20	2
O=C(Nc1cccc(NC(=O)c2ccco2)c1)c1ccc2c(c1)OCCO2	-3.3	-10	-5	-5	13	-1	-117	-2	-0.2	-112	1
CCCN(CC1CC1)C(=S)NC(=O)c1ccccc1C	-1.1	.	-5	18	-13	0	7	-1	0.0	-7	.
CCCOc1ccccc1N1C(=O)CC(N(O)c2ccccc2)C1=O (configuration not stated)	0.4	-2	-2	-2	-18	3	12	8	0.4	6	-1
COc1ccc(CN2C(=O)c3cccnc3C2=O)cc1S(=O)(=O)N(C)c1cccc(C)c1	0.9	5	-15	20	15	16	-3	-2	-0.2	6	0
COc1cc(/C=C2/C(=N)N3N=C(CC(=O)N4CCOCC4)SC3=NC2=O)ccc1OCc1ccccc1F	-0.3	-8	.	1	-52	-2	6	4	0.1	-50	-1
CCCCC1S/C(=N/N=C/c2ccco2)NC1=O (configuration not stated)	2.7	-2	-14	8	-11	0	8	11	-0.2	-3	-2
CC1CCc2nc(NC(=O)c3ccc(N4C(=O)CCC4=O)cc3)sc2C1 (configuration not stated)	0.4	0	-10	-3	-8	-7	-16	-6	0.0	-14	0
COCCNC(=O)C1CC(c2ccc([N+](=O)[O-])cc2)=NO1 (configuration not stated)	-1.5	-4	-10	5	5	2	1	6	0.1	-2	5
CN(CCc1ccccc1)C(=O)c1cccc(NC(=O)Cc2cccc(NC(=O)C3CCCN(C(=O)C4CCC4)C3)c2)c1 (configuration not stated)	1.7	11	-8	2	-1	-9	11	9	0.1	6	.
O=C(Nc1ccccc1)Nc1ccc(C(=O)N2CCOCC2)cc1	-2.5	-24	-5	3	-52	2	-145	-5	0.0	-82	3
Cc1ccc(-c2nn(CC(=O)NC(C)c3ccccc3)c(=O)c3ccccc23)cc1 (configuration not stated)	-1.3	9	-5	-1	-23	-1	-4	1	0.1	16	2
CC(=O)c1ccc(N2CCN(C(=O)Nc3ccc(Cl)cc3)CC2)cc1	-1.8	3	-2	-2	-16	3	9	13	1.3	13	2
CC(=O)c1c(C)n(-c2ccc(C)cc2)c2ccc(O)cc12	0.0	-1	-3	-7	8	3	19	-2	0.1	17	0
CCN(CC)C(=O)C1CCCN(Cc2ccc(N(C)C)cc2)C1 (configuration not stated)	2.8	6	-5	-6	13	0	13	2	0.0	-6	-5
CCOc1ccc(NC(=S)N2CCN(c3ccc(N4CCOCC4)nn3)CC2)cc1	1.9	4	-12	-11	0	7	8	-3	-0.1	-1	2
CC(O)CNCCCOc1ccc(Cl)cc1C(C)(C)C (configuration not stated)	-0.9	-10	-4	11	12	14	2	-1	0.7	81*	2
COCCCNC(=O)CCn1c(=O)c2ccccc2n(CC(=O)NCCc2ccc(OC)c(OC)c2)c1=O	0.1	-3	-14	-4	-2	-2	6	-6	0.2	4	-2
C=C1c2cc(C)ccc2NC(=O)N1c1ccc(C)cc1	-2.0	-10	.	1	12	2	-35	-3	0.0	-6	3
O=C(Nc1ccc(Cl)cc1)c1ccc(-n2cccn2)c([N+](=O)[O-])c1	0.4	-8	-4	0	-20	7	-126	19	1.0	-55	-5
S=C1SC2(CCCCCC2)NC2=C1CCCCC2	0.8	.	-7	-4	26	-13	4	-2	3.7	-1	.
